Assay outcomes from PubChem BioAssay.
AddAB inh: growth inhibition of E. coli expressing H. pylori AddAB, primary screen, AddAB inhibitor project, absorbance; inhibition, % at 11.9 µM; hit rate 0.29% among 330,000; AID 435030, 2010; in the data active = inhibition above about 12%;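 also: 0% = vehicle wells of infected cells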
Tat export inh: E. coli Tat export inhibitors, primary screen, MC4100, TorA-mCherry reporter, fluorescence, single point; hit rate 0.036% among 340,000; inhibition, % at 10 µM; AID 488895, 2010;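 active = mean replicate inhibition at least 50% and at least half of replicates individually reaching 50%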;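 also: exported cargo escapes ClpAP degradation while cytoplasmic cargo is degraded and loses fluorescence; 0% = median of neutral control wells and 100% = median of NaSCN control wells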
PKA-R1A act: activators of PKA-R1A holoenzyme, primary screen, biochemical, fluorescence polarization, Cy5-IP20, bovine R1A, mouse PKAc. cAMP-dependent protein kinase type I-alpha regulatory subunit (Bos taurus) + …. activation, % at 11.4 µM. hit rate 0.083% among 340,000. PKA-R1A dissociation; scaled: DMSO 0%, 113 µM cGMP 100%;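 active = percent activation above the mean of all tested compounds plus 3 SD, cut at about 19% in these data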;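 also: higher means more PKAc released from R1A so a rise in polarization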
HTR5A inv ctr: HTR5A inverse agonists in luminescence cell assay, primary screen, counter-screen for OPRM1-OPRD1 heterodimer inverse agonist project, full-deck HTS | HTR5A cell line, inverse agonism | inhibition, % at 9.3 µM | hit rate 0.083% among 340,000 | AID 504634, 2011; in the data active = inhibition mostly above about 23%, no sharp cut-off; inactive = mostly below about 18%;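 also: 0% = cells with DMSO and 100% = no-cell wells with DMSO; some compounds called inactive have numbers as strong as hits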
Target sequence (P47898 whole entry, looked up): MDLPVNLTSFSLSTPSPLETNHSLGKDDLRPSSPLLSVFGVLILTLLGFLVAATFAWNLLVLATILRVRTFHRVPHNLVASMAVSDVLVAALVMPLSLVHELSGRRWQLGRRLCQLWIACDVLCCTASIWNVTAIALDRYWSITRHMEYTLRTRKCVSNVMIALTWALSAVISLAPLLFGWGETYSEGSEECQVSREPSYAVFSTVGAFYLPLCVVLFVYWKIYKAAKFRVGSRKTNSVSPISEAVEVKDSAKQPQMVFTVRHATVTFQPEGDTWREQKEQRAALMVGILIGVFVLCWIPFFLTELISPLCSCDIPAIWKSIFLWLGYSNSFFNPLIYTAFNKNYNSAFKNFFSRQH
SUMO Mot1 rescue: yeast Mot1-301 growth rescue at high temperature, primary screen, SUMOylation pathway inhibitor project, S. cerevisiae, ATP luminescence, 38.5C; S. cerevisiae Mot1-301 growth rescue; percent above DMSO median, 100 means doubled; growth rescue, % at 18.8 µM; hit rate 1% among 320,000; AID 2716, 2010;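 active = every valid replicate shows activation above 250% relative to neutral control wells; inactive = the rest, any valid replicate at or below 250%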;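 also: OY570 slx delta 5 strain wells were the positive control but not used for scaling; some compounds called inactive have numbers as strong as hits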
CDK5 inh: inhibitors of human CDK5/p35 kinase, primary screen, biochemical, single concentration; Recombinant CDK5/p35, ADP-Glo luminescence, 60 min; inhibition, % at 10 µM; hit rate 0.01% among 330,000;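 active = highest replicate inhibition of at least 50% and at least 75% of replicates reaching 50%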;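 also: plate controls were DMSO neutral control for no effect and GW8510 at 10 µM for full effect; many of its hits are not listed in these tables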
Target sequence (Q00535 whole entry, looked up): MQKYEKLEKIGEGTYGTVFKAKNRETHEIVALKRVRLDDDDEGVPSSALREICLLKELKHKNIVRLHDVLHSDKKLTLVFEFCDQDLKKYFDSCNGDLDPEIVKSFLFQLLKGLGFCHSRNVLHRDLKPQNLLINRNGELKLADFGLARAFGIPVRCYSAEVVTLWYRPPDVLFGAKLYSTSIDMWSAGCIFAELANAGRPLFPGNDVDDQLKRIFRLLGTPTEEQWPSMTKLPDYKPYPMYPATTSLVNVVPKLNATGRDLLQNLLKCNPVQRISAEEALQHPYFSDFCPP
Target sequence (Q15078 whole entry, looked up): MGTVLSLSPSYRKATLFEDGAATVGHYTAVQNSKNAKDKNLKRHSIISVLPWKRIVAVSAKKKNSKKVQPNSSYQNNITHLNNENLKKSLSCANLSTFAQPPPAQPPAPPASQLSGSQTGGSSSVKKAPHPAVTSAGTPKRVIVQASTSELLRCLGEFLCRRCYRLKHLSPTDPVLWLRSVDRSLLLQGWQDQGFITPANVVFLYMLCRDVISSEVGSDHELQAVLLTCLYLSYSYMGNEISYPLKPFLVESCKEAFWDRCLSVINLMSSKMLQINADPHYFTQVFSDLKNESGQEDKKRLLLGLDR
DAGLB inh: DAGLB lipase inhibitors, primary screen, biochemical, fluorescence, HTS; inhibition, % at 5.17 µM; HEK293T DAGLB membrane lysate, EnzChek fluorogenic substrate; AID 504411, 2011; hit rate 0.059% among 340,000; in the data active = inhibition above about 34%;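 also: 0% = enzyme with vehicle and 100% = wells lacking enzyme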
Ecoli viability: E. coli V3065 growth inhibition, primary screen, counter-screen for AddAB inhibitor project, absorbance, OD600; 18 h; hit rate 0.27% among 330,000; inhibition, % at 11.9 µM;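 active = inhibition above the campaign's mean inhibition across all tested compounds plus 3 SD, cut at about 9.9% in these data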;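 also: uninfected addAB+ strain grown without phage in ampicillin broth; 0% = DMSO wells and 100% = ciprofloxacin 0.95 µg/ml wells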
phage Ecoli inh: growth loss of phage-infected E. coli, primary screen, RecBCD inhibitor project, absorbance, with phage, HTS; inhibition, % at 11.9 µM; hit rate 0.26% among 360,000; AID 651602, 2012; in the data active = inhibition above about 11%
HTR5A ag: HTR5A agonists in luminescence cell assay, primary screen, counter-screen for OPRM1-OPRD1 heterodimer agonist project, full-deck HTS; hit rate 0.61% among 340,000; AID 504692, 2011; 5-hydroxytryptamine receptor 5A (Homo sapiens), P47898; cell-based; activation, % at 9.3 µM; in the data active = activation mostly above about 9.5%, no sharp cut-off; inactive = mostly below about 7.6%;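 also: 0% = cells with vehicle only and 100% = reference agonist; strong numbers were not always called active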
PKA-R2B act: activators of PKA-R2B holoenzyme, primary screen, biochemical, fluorescence polarization, Cy5-IP20, human; hit rate 0.079% among 340,000; cAMP-dependent protein kinase catalytic subunit beta (Homo sapiens) + cAMP-dependent …; PKA-R2B holoenzyme dissociation; R2B truncated from residue 108, S112A mutant; 0% DMSO only, 100% 113 µM cGMP; activation, % at 11.4 µM; AID 504700, 2011;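 active = activation above a cutoff set at the mean over all compounds plus 3 SD, cut at about 18% in these data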;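 also: higher means more holoenzyme dissociation and a rise in polarization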
* hit, by the source's call; . = no result given. Rows were taken by chance; any-hit rate near 2.3%.

SMILES	AddAB inh	Tat export inh	PKA-R1A act	HTR5A inv ctr	SUMO Mot1 rescue	CDK5 inh	DAGLB inh	Ecoli viability	phage Ecoli inh	HTR5A ag	PKA-R2B act
CCCC1=C(C(=O)OCC)C(c2ccco2)n2ncnc2N1 (stereo not given)	3.0	-22.1	-7.1	-7.5	4.6	1.5	-0.7	0.0	-1.1	0.7	-2.5
CCOC(=O)c1ccc(CNS(=O)(=O)c2c(C)ccc3nsnc23)o1	2.5	3.5	-1.1	16.7	-12.5	1.0	0.4	-0.8	1.9	-5.1	-3.0
O=c1cc(CSc2nnc(C3CC3)n2Cc2ccccc2)nc2sccn12	1.3	6.7	4.4	15.6	52.9	-1.6	2.2	0.0	4.3	7.5	-2.1
CCCCOCCCNCc1cccn1CCN1CCOCC1	-0.2	2.8	-4.0	16.6	-0.1	1.1	-0.9	0.9	1.9	1.6	1.4
CC1CCN(Cc2nnnn2CCCC(=O)NCCc2cnn(C)c2)CC1	1.6	-2.3	-4.0	1.5	-1.1	-1.9	-1.9	2.6	3.0	-0.1	2.2
Oc1ccc(Br)cc1/C=N/n1c(C2CCCCC2)n[nH]c1=S	-3.5	2.7	3.8	8.1	138.6	-0.1	1.3	-0.5	-2.8	-2.2	7.5
N#C/C(=C/c1ccc(Oc2ccc([N+](=O)[O-])cn2)cc1)C(=O)N1CCOCC1	1.6	-4.3	-3.4	3.7	-3.8	0.1	0.1	0.2	2.8	1.8	2.3
O=C(CSc1ncnc2c1nnn2Cc1ccccc1)NC1CCCC1	0.7	0.4	-0.7	-10.6	72.1	0.1	0.3	0.8	2.0	3.8	-11.8
O=C(c1ccccc1)N1CCCCC(S(=O)(=O)c2ccc3ccccc3c2)C1=O (stereo not given)	0.3	8.5	-2.5	17.3	-3.6	0.2	0.1	-2.6	2.0	1.3	2.8
COc1ccc(C(=O)O)cc1S(=O)(=O)N1CCN(Cc2ccc3c(c2)OCO3)CC1	0.4	-8.6	-19.0	-1.1	-15.8	-0.2	-0.5	0.4	2.6	0.3	-7.1
Cc1oc2c(CN(C)C)c(O)ccc2c(=O)c1-c1cscn1	-1.0	-2.2	-8.1	-6.3	-4.4	1.7	-0.1	-1.8	0.5	2.4	0.0
CN(N)C(=S)NCc1ccccc1	-0.7	-12.2	-10.8	19.6	-0.6	-2.0	1.2	1.6	2.9	-7.3	-2.5
Cc1ccc(C(=O)CCNc2cccc(Br)c2)o1	5.5	21.9	-0.8	13.2	-16.6	-1.0	1.6	3.3	3.0	-2.0	-6.1
CCN1CCN(C(=O)c2ccc3c(c2)N(Cc2ccc(F)cc2)C(=O)c2ccccc2S3=O)CC1 (stereo not given)	5.1	-2.9	-5.4	-5.0	-0.7	2.6	2.4	-0.7	1.5	1.8	0.9
CCC(C(=O)N1CCOCC1)n1nc(C)c2sc3ccccc3c2c1=O (stereo not given)	1.1	5.1	13.0	7.7	13.7	-1.2	-1.0	2.5	2.0	-5.2	1.5
COc1ccc(C)cc1NC(=O)C1C2C=CC(C2)C1C(=O)O (stereo not given)	1.8	-5.3	-1.2	13.2	-12.4	1.5	-0.1	0.0	2.5	3.8	-0.6
c1ccc(OCCN2CCOCC2)cc1	-0.8	7.0	-9.7	-8.1	14.8	1.3	-1.9	0.3	1.7	2.2	5.2
COc1ccc(CN(CCN2CCOCC2)C(=O)c2c(F)cccc2F)cc1OC	0.7	-14.5	-6.7	-4.5	10.1	-4.9	-2.0	-0.3	3.1	9.1	-8.2
O=C(NC(=S)Nc1ccccc1Cl)c1cncc(C#Cc2ccccc2)c1	1.8	1.9	-0.3	-25.6	6.5	-0.7	1.6	-1.4	1.3	1.7	6.1
Cc1ccccc1NC(=O)COc1nsnc1N1CCOCC1	0.0	1.9	3.8	-8.8	-6.8	-1.9	-5.0	-0.2	2.7	3.3	-10.6
CCN(CC)c1ccc(C2C3CCCCC3(O)CCN2C(=O)c2cccs2)cc1 (stereo not given)	3.7	-17.8	-3.1	-8.8	3.8	-1.5	-4.6	1.3	3.6	-1.4	0.3
Cc1cc(C)c2c(C(C)(C)C)nn(-c3ccccc3)c2n1	-0.7	4.8	-5.6	-10.7	0.9	1.7	-11.3	2.0	3.4	2.9	-0.9
Cc1ccc(-c2nc3ncccc3o2)cc1NC(=O)c1cc2ccccc2o1	0.8	-5.2	-22.2	-3.0	12.3	-0.6	0.3	-0.8	-0.1	1.2	-17.9
O=C(COC(=O)c1ccccc1Oc1ccccc1)NC1CC1	-1.6	2.7	-14.0	-15.1	30.0	1.1	1.9	-0.4	0.9	5.1	-1.3
COc1ccccc1NS(=O)(=O)c1ccc(C)c(NC(=O)NC2CCCCC2)c1	3.0	-6.3	-7.4	19.3	13.9	0.3	1.3	0.7	4.5	-3.9	-1.2
Cc1c(NS(=O)(=O)c2cccs2)cccc1-c1nc2cccnc2s1	-0.9	-2.0	-18.9	-27.1	-11.3	-2.6	0.3	-2.1	-0.3	-3.1	-5.8
CCOC(=O)CC(NC(=O)CCc1c(C)nc2ncnn2c1C)c1ccc(OC(C)C)cc1 (stereo not given)	4.5	-12.1	8.3	5.4	20.2	0.5	-0.6	0.8	4.1	-1.5	-2.0
O=C(NCc1ccccc1)C1=C[C@@H](C2CCCCC2)C[C@@H](OCc2ccc(CO)cc2)O1	3.9	-7.8	5.8	-2.3	-6.1	0.0	-8.4	-0.9	1.4	16.8	-9.0
COc1ccc(Cc2nnc(N/N=C/c3ccc(Br)cc3)[nH]c2=O)cc1OC	1.4	6.6	-0.2	-17.9	8.8	-2.7	5.4	0.6	2.6	-0.6	2.5
COc1cccc(Nc2nc(-c3sc(N)nc3C)cs2)c1	-2.4	-3.9	-5.6	14.0	-0.2	0.7	4.4	-0.5	1.9	1.0	-3.6
O=Cc1ccc(OC2OCCOC2Oc2ccc(C=O)cc2)cc1 (stereo not given)	3.4	-1.7	-4.4	-12.3	53.6	0.4	-1.4	1.4	3.3	-0.1	4.5
CCCCN(C(=O)c1ccc2c(c1)NC(=O)CS2)c1ccccc1	-0.6	-2.7	-7.3	14.3	-0.6	-1.9	0.1	2.5	-0.6	-4.0	-9.6
CC(=O)c1ccccc1OCc1ccc(C(=O)c2ccccc2)cc1	1.5	3.3	-9.8	4.8	-11.4	-0.3	-16.7	-1.0	-1.1	-1.4	-12.1
Cc1nnc(SCCn2c(N3CCCCCC3)nc3c2c(=O)[nH]c(=O)n3C)s1	3.1	-2.0	-4.5	-2.9	360.4	-1.5	1.6	0.7	2.1	7.3	-5.5
Cc1noc(C)c1C(=O)Nc1nc(-c2cc(F)ccc2F)cs1	.	-1.6	-5.3	-9.4	.	-1.2	-6.1	.	-0.3	3.8	1.2
COc1cccc2c1C(=O)c1c(O)c3c(c(O)c1C2=O)CC(O)(C(C)=O)CC3OC1CC(N(C)C)C(O)C(C)O1 (stereo not given)	.	-14.0	-3.4	-0.2	.	1.6	-13.5	.	-0.8	0.1	-9.2
CCOC(=O)C1CSC(CC(=O)Nc2ccc(OC(F)(F)F)cc2)C(=O)N1 (stereo not given)	2.3	3.5	-9.5	6.3	14.4	0.0	0.5	1.1	4.3	4.9	12.1
CC(C)(C)C(=O)c1cn(CC(=O)NCc2ccc3c(c2)OCO3)c2ccccc12	1.3	-2.8	1.1	2.4	-7.0	-1.8	-11.3	-2.9	0.9	-3.5	2.0
CCN(c1ccccc1)S(=O)(=O)c1ccc(NC(=O)C(C)(C)C)cc1	2.4	-5.5	-7.5	6.2	.	0.5	-3.8	2.9	0.8	-2.1	4.1
CC(C)(Oc1ccc(Cl)cc1)C(=O)OCc1nc2ccsc2c(=O)[nH]1	-0.5	2.3	6.5	4.2	-13.1	-0.6	-1.0	0.2	1.8	6.8	-7.7
COc1ccc(CN2C(=O)c3ccccc3C2=O)cc1C(=O)O	1.4	1.3	-0.7	-4.6	-6.8	-0.4	-0.6	0.7	0.9	1.3	4.8
O=C(NCc1ccco1)C1Cc2cc(Cl)ccc2O1 (stereo not given)	0.8	-11.8	3.8	1.9	-12.2	0.1	-0.5	0.6	1.3	-0.7	7.1
O=C(Nc1cccnc1)C1=NN(C2CCS(=O)(=O)C2)C(=O)CC1 (stereo not given)	-0.7	3.8	-10.3	16.1	-28.1	-0.7	-0.8	-0.6	3.3	0.8	-9.8
Cc1cccc(N=C2C(=O)Nc3c(Cl)cccc32)c1	-2.6	-8.3	4.1	-9.7	561.9*	0.1	0.3	-5.9	0.5	2.6	3.6
CCOC(=O)c1sc2nc[nH]c(=O)c2c1C	-0.2	-3.7	-5.7	-6.3	-14.9	-0.1	-0.8	-0.4	1.9	1.6	3.1

Part of the list above, showing only phage Ecoli inh, CDK5 inh and PKA-R2B act:
smiles,phage Ecoli inh,CDK5 inh,PKA-R2B act
COc1ccc(C)cc1NC(=O)C1C2C=CC(C2)C1C(=O)O (stereo not given),2.5,1.5,-0.6
c1ccc(OCCN2CCOCC2)cc1,1.7,1.3,5.2

Next section
SMILES	AddAB inh	Tat export inh	PKA-R1A act	HTR5A inv ctr	SUMO Mot1 rescue	CDK5 inh	DAGLB inh	Ecoli viability	phage Ecoli inh	HTR5A ag	PKA-R2B act
Cc1ccc(CN2C(=O)CCC2C(=O)NCCN2CCN(c3cccc(Cl)c3)CC2)cc1 (stereo not given)	0.9	-1.0	-4.2	7.5	7.3	1.0	0.2	-0.2	-0.9	-2.8	9.8
COc1cccc(Cn2c(=O)sc3ccccc3c2=O)c1	4.1	5.0	-0.7	4.2	-5.9	-0.1	-4.2	1.7	4.5	-1.6	-4.1
CNC(=O)COC(=O)c1ccccc1Nc1ccccc1	0.9	-7.5	8.8	-35.8	44.8	2.4	-1.0	2.2	-1.5	8.0	7.1
NC(=O)c1nsc(C(=O)N(c2cccc(F)c2)C(C(=O)NCc2ccccc2)c2ccc(O)cc2)c1N (stereo not given)	2.8	5.5	-7.4	1.4	201.5	-0.1	0.6	1.6	1.6	-0.5	-4.3
COc1ccccc1Nc1ncc(C(C)=O)c(C)n1	4.8	-2.3	-7.7	-0.7	11.0	0.1	-7.3	2.9	0.6	5.2	-0.1
CN(CCc1ccccn1)C(=O)c1ccc(OC(F)(F)F)cc1	1.1	19.5	-2.0	7.8	-18.1	-1.1	-2.1	-1.7	0.6	0.5	-5.1

Compound profiles, as listed above. Order of values: AddAB inh | Tat export inh | PKA-R1A act | HTR5A inv ctr | SUMO Mot1 rescue | CDK5 inh | DAGLB inh | Ecoli viability | phage Ecoli inh | HTR5A ag | PKA-R2B act
COc1ccccc1Nc1ncc(C(C)=O)c(C)n1 as listed: 4.8 | -2.3 | -7.7 | -0.7 | 11.0 | 0.1 | -7.3 | 2.9 | 0.6 | 5.2 | -0.1
CNC(=O)COC(=O)c1ccccc1Nc1ccccc1 as listed: 0.9 | -7.5 | 8.8 | -35.8 | 44.8 | 2.4 | -1.0 | 2.2 | -1.5 | 8.0 | 7.1
